Screening results: PubChem BioAssay, National Center for Advancing Translational Sciences (NCATS)
Apoferritin bind – candidate novel general anesthetic via apoferritin binding; apoferritin/1-aminoanthracene competitive binding, fluorescence; Potency, µM (top dose mostly 77.5 µM), for the others: top-dose activity change, negative = displacement, actives largely listed as inhibitors; actives 0.074% (n = 350,000); AID 485281; note: % is set by controls: 0 for no effect and ±100 for the full control effect; nearly all actives have a fitted effect of over 20% in size
Target sequence (P02791 2-175 limits assumed): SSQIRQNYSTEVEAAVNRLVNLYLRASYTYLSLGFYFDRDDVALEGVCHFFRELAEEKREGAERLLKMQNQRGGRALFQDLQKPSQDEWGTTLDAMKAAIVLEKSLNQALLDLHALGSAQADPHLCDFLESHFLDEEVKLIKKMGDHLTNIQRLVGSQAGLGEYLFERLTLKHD
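Read-out: endpoint 1-AMA fluorescence, excitation 380 nm and emission 535 nm, after compounds sit 10 min at room temperature with 10 uM horse-spleen apoferritin in 50% saturated 1-AMA/PBS. Values come from four-parameter Hill fits.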
POLB inh – DNA polymerase beta (human) inhibition; P06746; Pol beta primer extension/strand displacement, fluorescence kinetic; Potency, µM (series often up to 114 µM), for the others: at the top dose activity change, negative = inhibition, hits mostly inhibitors; actives 1.3% (n = 340,000); note: % is set by controls: 0 for no effect and ±100 for the full control effect
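10 nM enzyme + cpd, 15 min RT; start with substrate 50 nM final; read 0 min and after 10 min RT. Corrected, normalized data; 4-parameter Hill curve fit.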
BLM helicase inh – inhibitors of human Bloom syndrome helicase BLM; Potency, µM (titrated, usually from 56.1 µM), for the others: top-dose activity change, negative = inhibition, usual class: inhibitors; actives 0.2% (n = 350,000); recombinant BLM DNA unwinding, fluorescence dequenching;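 note: plate controls were vehicle for no effect and no enzyme for full effect; nearly all actives have a fitted effect of over 35% in size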
BAZ2B inh – BAZ2B (human) inhibition | AlphaScreen BAZ2B-H3K14Ac peptide displacement | Potency, µM (top dose mostly 114 µM), for the others: at the highest dose activity change, negative = inhibition, usual class: inhibitors | actives 4.4% (n = 360,000); note: % is set by controls: 0 for no effect and ±100 for the full control effect; nearly all actives have a fitted effect of over 60% in size
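BAZ2B (50 nM) with biotin-H3(5-23)K14Ac peptide (50 nM) in PBS pH 7.4, 0.01% Tween-20, preformed 30 min, then compound 30 min at room temperature; top concentration 110uM. AlphaScreen streptavidin donor/nickel chelate acceptor beads (10 ug/mL final), 20 min dark, signal read.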
POLI inh – inhibitors of human DNA polymerase iota; Pol iota fluorescent replication assay, 10 min; Potency, µM (top dose mostly 115 µM), inactives show at the highest dose activity, negative = inhibition, most hits filed as inhibitors; actives 1% (n = 390,000)
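Fluorescent replication assay read twice, at 0 min and 10 min after adding 50 nM (final) substrate. Enzyme (10 nM) and compounds were first incubated 15 min at room temperature; enzyme-free buffer wells were negative controls.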
G9a block – G9a (human) methyltransferase inhibition; Q96KQ7; G9a H3K9 monomethylation, AlphaScreen, 2 h; Potency, µM (top dose mostly 102 µM), inactives show top-dose activity, negative = inhibition, most hits filed as inhibitors; actives 8.8% (n = 350,000); note: % is set by controls: 0 for no effect and ±100 for the full control effect; nearly all actives have a fitted effect of over 75% in size
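Step 1: enzyme (final 20 nM) with compound, 15 min RT. Step 2: substrate peptide 500 nM and SAM 20 uM, 2 h RT. Step 3: anti-H3K9me1 antibody and AlphaScreen beads, 10 min, then plate read.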
APEX1 inh – blocks human APE1 abasic DNA cleavage; P27695; actives 0.35% (n = 350,000); recombinant APE1, TAMRA/BHQ-2 abasic DNA cleavage fluorescence; AID 2517; Potency, µM (series often up to 65.8 µM), without a hit: at the highest dose activity change, negative = inhibition, usual class: inhibitors;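 note: plate controls were vehicle for no effect and reference inhibitor for full effect; nearly all actives have a fitted effect of over 55% in size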
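Activity was derived from the fluorescence gain between first and third kinetic reads (60 s intervals, ex 525/em 598 nm) after 50 nM THF-abasic TAMRA/BHQ-2 duplex was added to 0.75 nM APE1 preincubated 15 min with compound.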
POLK inh – inhibitors of human DNA polymerase kappa | Q9UBT6 | actives 0.53% (n = 400,000) | AID 588579 | Potency, µM (top dose mostly 107 µM), for the others: at the top dose activity, negative = inhibition, usual class: inhibitors | purified Pol kappa, fluorescent DNA synthesis assay, 10 min; note: % is set by controls: 0 for no effect and ±100 for the full control effect
Target sequence (Q9UBT6 whole entry, looked up): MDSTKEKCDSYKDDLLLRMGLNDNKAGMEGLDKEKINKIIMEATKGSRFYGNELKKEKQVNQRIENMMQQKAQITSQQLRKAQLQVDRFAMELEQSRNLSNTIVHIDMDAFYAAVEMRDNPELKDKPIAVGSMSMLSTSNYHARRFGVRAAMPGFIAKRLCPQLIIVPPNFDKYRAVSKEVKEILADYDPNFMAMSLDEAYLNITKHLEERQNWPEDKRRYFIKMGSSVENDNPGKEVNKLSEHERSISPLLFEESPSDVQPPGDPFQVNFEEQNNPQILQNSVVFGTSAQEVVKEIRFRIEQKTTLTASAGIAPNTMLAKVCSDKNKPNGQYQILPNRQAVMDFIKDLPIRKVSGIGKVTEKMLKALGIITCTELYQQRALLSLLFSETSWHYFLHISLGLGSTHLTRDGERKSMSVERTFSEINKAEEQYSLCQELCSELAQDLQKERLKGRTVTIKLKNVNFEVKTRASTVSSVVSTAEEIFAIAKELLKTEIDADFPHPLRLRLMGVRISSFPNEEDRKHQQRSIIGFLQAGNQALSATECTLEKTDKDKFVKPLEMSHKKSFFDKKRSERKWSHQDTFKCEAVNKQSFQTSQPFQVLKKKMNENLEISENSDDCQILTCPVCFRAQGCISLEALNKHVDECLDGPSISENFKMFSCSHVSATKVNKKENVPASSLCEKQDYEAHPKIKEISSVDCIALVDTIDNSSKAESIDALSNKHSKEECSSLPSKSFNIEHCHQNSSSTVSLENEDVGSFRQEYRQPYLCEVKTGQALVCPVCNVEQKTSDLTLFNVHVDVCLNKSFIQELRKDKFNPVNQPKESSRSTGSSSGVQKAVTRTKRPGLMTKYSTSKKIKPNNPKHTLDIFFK
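Enzyme at 10 nM met test compounds for 15 min at room temperature. Substrate addition (50 nM final) began the reaction, which was monitored by fluorescence at 0 and 10 min.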
POLH inh – blocks human DNA polymerase eta activity | AID 588591 | recombinant Pol eta, fluorescent DNA replication assay | Q9Y253 | actives 1.2% (n = 390,000) | Potency, µM (highest dose often 114 µM), for the others: top-dose activity change, negative = inhibition, usual class: inhibitors; note: % is set by controls: 0 for no effect and ±100 for the full control effect
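Fluorescent replication assay: 50 nM final substrate added after a 15 min room-temperature compound preincubation with 10 nM enzyme. Signal taken at 0 min and again at 10 min.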
Starred values were filed as active, the others as inactive; ? = inconclusive; / = not tested or not shown; & = joins results of further samples; [ ] = remark or other dose. Calls come from the whole dose curve; as a rule, active = well fitted curve in the direction sought with a large enough effect; inconclusive = small, poorly fitted or top-dose-only effect, or another doubt; inactive = no such curve, though single readings can be large; an effect the other way counts as inactive or inconclusive. Potency is the fitted concentration of half-maximal effect. A portion of the library; count on the stated rates, not on these rows.

No.	SMILES	Apoferritin bind	POLB inh	BLM helicase inh	BAZ2B inh	POLI inh	G9a block	APEX1 inh	POLK inh	POLH inh
1	COc1ccc(-c2ccc(CCC(=O)O)n2NC(=O)c2ccc(C(C)(C)C)cc2)cc1	-19.5%	-15.7%	-0.7%	-31.1%	35.2%[activator]	?	8.6%	6.2%	-3.5%
2	Cc1ccc(S(=O)(=O)Nc2cc(C(F)(F)F)ccc2N2CCOCC2)cc1C	-16.5%	-12.7%	-14.1%	9.2%	2.4%	?	-3.2%	-13.8%	-22.4%
3	Cc1nc2ccccc2n1CC(=O)OCC(=O)NCCc1ccccc1	2.0%	-1.9%	0.6%	4.0%	-2.6%	4.9%	5.5%	-3.9%	-11.0%
4	CC1Cc2ccccc2N1C(=O)COC(=O)CCc1nc2ccccc2c(=O)[nH]1 (stereo unspecified)	?	?	-1.1%	-21.0%	8.6%	-28.7%	-5.0%	-6.9%	-8.5%
5	CCc1ccc(-n2nc(C)c3c(C(=O)Nc4cc(C)ccc4C)cc(C)nc32)cc1	7.7%	-15.6%	3.9%	11.6%[57.1 µM]	12.0%	-19.3%[59 µM]	/	0.1%	-22.9%
6	Cc1cc(=O)[nH]c(N2CCN(Cc3ccccc3)CC2)n1	-2.0%	-1.6%	-4.8%	1.9%	0.8%[58.9 µM]	0.8%[12.7 µM]	-0.2%	2.1%	-0.5%
7	CCN(CC(=O)Nc1ccccc1C(F)(F)F)C(=O)c1ccc2c(=O)n3c(nc2c1)CCC3	/	/	/	12.2%	12.6%	25.2%[12.7 µM]	5.2%	6.3%	-17.9%
8	COc1cc(/C=N/NC(=O)Cc2ccccc2)cc([N+](=O)[O-])c1O	-6.3%	3.3%	-1.0%	-34.1%	4.4%	/	5.7%	-1.0%	-1.2%
9	CCOC(=O)C1=C(CSc2nc(C)ccc2C#N)OC(N)=C(C#N)C1c1cccc(OC)c1OC (stereo unspecified)	?	0.6%	-2.4%	56.2µM*	-13.2%	7.08µM*	-5.5%	-3.5%	?
10	CCC(OC(=O)CC1Sc2ccccc2NC1=O)C(=O)NCC1CCCO1 (stereo unspecified)	-10.7%	16.4%	-4.1%	?	?	?	17.4%	-13.8%	-0.6%
11	CCN(CC)CCCOc1ccc(Cl)c(Cl)c1	-4.6%	1.9%	-12.1%	?	4.0%	10µM*	0.9%	-14.2%	-13.3%
12	Cc1c(Cl)ccc2sc(NC(=O)c3ccc(S(=O)(=O)N4CCCc5ccccc54)cc3)nc12	17.1%	?	-3.4%	1.8%	21.4%	0.0%[59 µM]	/	-1.5%[60.1 µM]	-12.1%
13	COc1ccc(C2C3(C#N)C(N)=NC(OC)(OC)C23C#N)cc1 (stereo unspecified)	2.6%	14.9%	-11.7%	?	105.8%[activator]	-4.4%	5.8%	-12.1%	-16.0%
14	CC(C)CCN(C(=O)COc1ccc(C#N)cc1)c1c(N)n(Cc2ccccc2)c(=O)[nH]c1=O	-15.4%	30.0%	-1.0%	-16.5%	/	-2.5%	4.8%	/	/
15	O=C(NCc1ccccc1)NC1CCCCC1	-15.0%	3.1%	-1.9%	5.0%	17.9%	-9.2%[59 µM]	-2.6%	-12.2%	1.9%

Ordered by molecular weight (largest number first): some entries from above
No.	SMILES	Apoferritin bind	POLB inh	BLM helicase inh	BAZ2B inh	POLI inh	G9a block	APEX1 inh	POLK inh	POLH inh
14	CC(C)CCN(C(=O)COc1ccc(C#N)cc1)c1c(N)n(Cc2ccccc2)c(=O)[nH]c1=O	-15.4%	30.0%	-1.0%	-16.5%	/	-2.5%	4.8%	/	/
7	CCN(CC(=O)Nc1ccccc1C(F)(F)F)C(=O)c1ccc2c(=O)n3c(nc2c1)CCC3	/	/	/	12.2%	12.6%	25.2%[12.7 µM]	5.2%	6.3%	-17.9%
5	CCc1ccc(-n2nc(C)c3c(C(=O)Nc4cc(C)ccc4C)cc(C)nc32)cc1	7.7%	-15.6%	3.9%	11.6%[57.1 µM]	12.0%	-19.3%[59 µM]	/	0.1%	-22.9%

Next compounds.
No.	SMILES	Apoferritin bind	POLB inh	BLM helicase inh	BAZ2B inh	POLI inh	G9a block	APEX1 inh	POLK inh	POLH inh
16	O=C1CSC(c2cccc([N+](=O)[O-])c2)N1CCc1ccccc1 (stereo unspecified)	?	36.8%	3.1%	?	143.1%[activator]	-135.1%[59 µM]	12.8%	-1.5%	-14.9%
17	COc1ccc(N2CCN(C(=O)NCc3ccc(C)cc3)CC2)cc1	0.5%	5.0%	-0.8%	-25.0%	13.4%	39.8µM*	45.9%	2.7%	-14.8%
18	Cc1onc(-c2ccccc2)c1C(=O)NC(=S)NNC(=O)c1ccccc1O	-2.1%	0.3%	0.3%	35.5µM*	177.4%[activator]	-3.7%[59 µM]	1.7%	-8.8%	-8.2%
19	CCOC(=O)CSc1nc(N2CCOCC2)c2c(c1C#N)CC(C)(C)OC2	-10.8%	23.9%	-4.4%	-13.0%	-5.1%	20.9%	11.7%	11.5%	-9.1%
20	c1ccc2c(-c3csc(-c4ccncc4)n3)c[nH]c2c1	-21.6%	-17.0%	-3.5%	-30.4%	-3.5%	16.5%	-2.3%	0.0%	-19.0%
21	Cc1ccc(/C=N/NC(=O)CN2CCN(Cc3ccccc3Cl)CC2)o1	-2.3%	0.0%	0.8%	-18.6%	42.1%[activator]	-5.1%	-0.7%	4.7%	-21.5%
22	COc1ccc(CCC(=O)O)c(O)c1	-6.2%	39.8µM*	-6.9%	?	?	2.7%[12.7 µM]	15.8µM*	70.8µM*	31.6µM*
23	COc1ccc(Oc2ncc3nc(-c4ccc(Cl)cc4)c(=O)n(CCC#N)c3n2)cc1	/	/	-3.8%	/	/	0.0%[12.7 µM]	?	4.3%[60.1 µM]	/
24	CCc1nn(CC(=O)NCCN2CCN(C)CC2)c(=O)c2cc3c(OC)cccc3n12	5.3%	29.5%	19.3%	-14.4%	0.7%	?	72.5%[activator]	5.8%	-15.3%
25	O=C1NC2(CCCc3ccccc32)C(=O)N1CCOc1ccc(Br)cc1 (stereo unspecified)	-10.9%	3.1%	-7.0%	8.6%	-5.8%	?	-8.6%	-7.7%	-17.0%
26	Nc1cccc(-c2ccc(CO)o2)c1	-16.4%	-1.1%	0.7%	-22.2%	2.1%	2.5%	4.4%	-4.2%	-17.9%
27	CCOC(=O)C1=C(C)c2ccccc2OC1C(=O)OCC (stereo unspecified)	-14.5%[110 µM]	/	-6.5%[75.6 µM]	/	-28.6%	54.4%[activator]	-12.2%&-4.8%	?	-15.9%
28	CCOCCCN(Cc1ccco1)S(=O)(=O)c1cc2c(cc1Cl)NC(=O)CO2	9.5%	?	-7.2%	-12.4%	?	-5.6%[59 µM]	/	0.8%[60.1 µM]	79.4µM*
29	COc1cccc(-c2cc(C(=O)O)[nH]n2)c1	-8.8%	13.2%	1.8%	?	3.7%	23.6%[0.501 µM]	0.5%	-4.3%	-13.5%
30	CC1CCCN(S(=O)(=O)c2ccc3c(c2)n(C)c(=O)c(=O)n3C)C1 (stereo unspecified)	12.4%	4.6%	1.7%	0.6%	8.6%	/	13.9%	-16.2%	-23.2%
31	O=C(NCC1CCCO1)c1cc2ccccc2o1 (stereo unspecified)	-3.0%	17.1%	-1.5%	0.8%	-5.9%	8.0%	14.5%	-5.2%	-2.4%
32	COc1ccc(NS(=O)(=O)c2ccc(C)c(C(=O)NCC(c3cccs3)N3CCOCC3)c2)cc1 (stereo unspecified)	/	/	/	?	17.7%	-6.4%	-15.5%	-12.1%	-3.0%
33	CC(C)(C)OC(=O)N1CCC[C@H]1C(=O)N/N=C/c1ccc2nccnc2c1	-2.3%	1.9%	0.8%	0.9%	6.2%[58.9 µM]	-5.3%	-4.1%	-13.9%	-1.3%
34	Cc1ccc(-n2ncc3c(=O)[nH]c(SCC(=O)N4CCCC4)nc32)cc1C	9.5%	-2.4%	0.6%	3.1%	-9.1%	-2.9%	2.7%	-13.5%	-2.0%
35	O=C(CN1CCN(S(=O)(=O)c2ccc3ccccc3c2)CC1)NC(=O)NC1CCCCC1	-4.3%	0.1%	-9.7%	-7.5%	2.3%	13.9%[12.7 µM]	-5.6%	-0.5%	-15.2%
36	COc1ccccc1N1CCN(C(=O)c2ccc3[nH]c4c(c3c2)CC(C)CC4)CC1 (stereo unspecified)	-14.9%	-9.3%	-13.0%	39.8µM*	45.7%[activator]	?	0.1%	-10.1%	-11.4%
37	COc1ccc(Cl)cc1C(=O)NNC(=O)CSc1nncn1C	/	/	/	/	-15.4%	/	-19.7%	-3.8%	-12.6%
38	CN1CCN(c2ccc(C(=O)c3cn(-c4ccc(F)c(Cl)c4)nn3)cc2)CC1	-3.3%	15.8%	-2.5%	-5.9%	90.4%[activator]	3.5%	6.0%	-7.5%	-16.6%
39	COc1ccc(OC)c(CNCc2c(C(=O)O)n(Cc3ccccc3)c3cc(OC)ccc23)c1	3.5%	29.2%	3.0%	-18.2%	8.3%	3.8%[59 µM]	/	-0.7%	-15.4%
40	Cc1nn(-c2ccccc2)c(C)c1/C=N/NC(=O)c1cc(C(C)(C)C)[nH]n1	-14.9%	1.6%	-2.3%	-12.0%	-4.9%	-34.1%	-2.5%	-10.0%	-7.6%
41	COc1ccc2oc(=O)c(C(=O)NCCc3ccc(OC)c(OC)c3)cc2c1	-3.2%	2.0%	-3.4%	-23.4%	24.8%	-14.7%	32.8%	-12.6%	-12.0%
42	CCc1cccc(OCC(O)Cn2c(N3CCCCC3)nc3c2c(=O)[nH]c(=O)n3C)c1 (stereo unspecified)	-7.3%	-2.2%	-2.4%	-24.2%	51.7%[activator]	-1.3%	-2.2%	8.1%	-24.3%
